PfHsp90 yeast 2 = reduces growth (ATP signal) of yeast expressing P. falciparum Hsp90. S. cerevisiae expressing PfHsp90, BacTiter-Glo ATP, 48 h; yeast lacking PDR1 and PDR3 efflux regulators. inhibition, % at 9.4 µM. 0.32% of 310,000 active. AID 504621;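 active = every replicate shows inhibition above about 80%, whatever the replicate mean, limit read from the data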;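 also: 0% = DMSO neutral controls and 100% = 20 µM radicicol positive controls; yeast relying on Plasmodium falciparum Hsp90 in place of its own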
OPRM1-OPRD1 inv = inverse agonist of human OPRM1-OPRD1 heterodimerization | cell-based MOR-DOR heterodimer luminescence, inverse agonism | P35372+P41143 | AID 504357 | inhibition, % at 9.3 µM | 0.21% of 340,000 active; in the data active = inhibition above about 22%, passing the limit was not always enough;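 also: 0% = cells with DMSO and 100% = wells without cells with DMSO; values of inactives mirror those of a sister screen read the other way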
MOR-DOR ag = agonists of human mu-delta opioid receptor heterodimerization | P35372+P41143 | cells, OPRM1-OPRD1 heterodimerization, luminescence | activation, % at 9.3 µM | 0.3% of 340,000 active; in the data active = activation above about 18%;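 also: 0% = vehicle-treated cells and 100% = reference agonist; values of inactives mirror those of a sister screen read the other way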
PKA-R1A act = activators of PKA-R1A complex. AID 504707. activation, % at 11.4 µM. 0.083% of 340,000 active. PKA-R1A dissociation, Cy5-IP20 fluorescence polarization; scaled: DMSO 0%, 113 µM cGMP 100%;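 active = percent activation above the mean of all tested compounds plus 3 SD, cut at about 19% in these data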;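 also: higher means more PKAc released from R1A so a rise in polarization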
Ecoli viability = bacterial growth inhibition, counter-screen for AddAB inhibitors; E. coli V3065 growth, OD600 absorbance, 18 h; inhibition, % at 11.9 µM; 0.27% of 330,000 active;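 active = inhibition above the campaign's mean inhibition across all tested compounds plus 3 SD, cut at about 9.9% in these data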;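 also: uninfected addAB+ strain grown without phage in ampicillin broth; 0% = DMSO wells and 100% = ciprofloxacin 0.95 µg/ml wells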
PKA-R2B act = PKA-R2B complex activation | activation, % at 11.4 µM | AID 504700 | P22694+P31323 | 0.079% of 340,000 active | PKA-R2B holoenzyme dissociation, Cy5-IP20 fluorescence polarization; R2B truncated from residue 108, S112A mutant; 0% DMSO only, 100% 113 µM cGMP;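 active = activation above a cutoff set at the mean over all compounds plus 3 SD, cut at about 18% in these data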;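 also: higher means more holoenzyme dissociation and a rise in polarization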
Target sequence (P31323 whole entry, looked up, other chains not shown, the tested form may be a part): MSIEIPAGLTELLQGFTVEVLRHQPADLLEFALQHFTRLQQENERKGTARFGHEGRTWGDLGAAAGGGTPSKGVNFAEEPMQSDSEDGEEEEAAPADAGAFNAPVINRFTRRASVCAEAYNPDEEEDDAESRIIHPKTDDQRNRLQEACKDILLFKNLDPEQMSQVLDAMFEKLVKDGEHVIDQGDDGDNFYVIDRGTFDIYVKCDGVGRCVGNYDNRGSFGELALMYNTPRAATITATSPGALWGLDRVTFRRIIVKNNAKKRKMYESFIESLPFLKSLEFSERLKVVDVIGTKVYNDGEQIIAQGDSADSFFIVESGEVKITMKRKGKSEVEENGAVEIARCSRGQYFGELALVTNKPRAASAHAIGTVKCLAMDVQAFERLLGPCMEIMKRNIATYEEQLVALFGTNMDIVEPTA
SUMO Mot1 rescue = inhibitors of SUMOylation pathway: yeast Mot1-301 growth rescue | S. cerevisiae Mot1-301 growth rescue, ATP luminescence, 38.5C; percent above DMSO median, 100 means doubled | growth rescue, % at 18.8 µM | 1% of 320,000 active | AID 2716;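 active = every valid replicate shows activation above 250% relative to neutral control wells; inactive = the rest, any valid replicate at or below 250%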;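 also: OY570 slx delta 5 strain wells were the positive control but not used for scaling; some compounds called inactive have numbers as strong as hits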
HTR5A inv ag = inverse agonist of human HTR5A in OPRM1-OPRD1 counter-screen; HTR5A cell line, luminescence, inverse agonism; P47898; inhibition, % at 9.3 µM; 0.083% of 340,000 active; AID 504634; in the data active = inhibition mostly above about 23%, no sharp cut-off; inactive = mostly below about 18%;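 also: 0% = cells with DMSO and 100% = no-cell wells with DMSO; some compounds called inactive have numbers as strong as hits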
Target sequence (P47898 whole entry, looked up): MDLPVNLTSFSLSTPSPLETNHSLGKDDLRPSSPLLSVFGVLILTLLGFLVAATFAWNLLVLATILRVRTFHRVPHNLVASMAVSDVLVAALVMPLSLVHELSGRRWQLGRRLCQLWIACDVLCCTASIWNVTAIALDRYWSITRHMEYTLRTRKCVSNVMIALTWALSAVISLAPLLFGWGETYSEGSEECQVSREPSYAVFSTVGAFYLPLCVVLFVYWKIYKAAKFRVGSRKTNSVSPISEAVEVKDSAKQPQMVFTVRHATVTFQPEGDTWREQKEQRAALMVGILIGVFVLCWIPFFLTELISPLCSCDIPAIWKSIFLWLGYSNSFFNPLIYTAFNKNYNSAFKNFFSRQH
AddAB inh = less growth of phage-infected E. coli with AddAB; E. coli expressing H. pylori AddAB, absorbance growth; inhibition, % at 11.9 µM; 0.29% of 330,000 active; AID 435030; in the data active = inhibition above about 12%;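 also: 0% = vehicle wells of infected cells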
phage Ecoli inh = E. coli growth loss with phage present; growth absorbance; inhibition, % at 11.9 µM; 0.26% of 360,000 active; AID 651602; in the data active = inhibition above about 11%
Tat transport = inhibitors of E. coli Tat protein transport; E. coli MC4100 TorA-mCherry Tat export, fluorescence; 0.036% of 340,000 active; AID 488895; inhibition, % at 10 µM;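 active = mean replicate inhibition at least 50% and at least half of replicates individually reaching 50%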;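 also: exported cargo escapes ClpAP degradation while cytoplasmic cargo is degraded and loses fluorescence; 0% = median of neutral control wells and 100% = median of NaSCN control wells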
An asterisk follows results filed as active; . = not tested or not shown. Hits appear at their usual frequency, and some 2.2% of all compounds hit somewhere here.

Compound,PfHsp90 yeast 2,OPRM1-OPRD1 inv,MOR-DOR ag,PKA-R1A act,Ecoli viability,PKA-R2B act,SUMO Mot1 rescue,HTR5A inv ag,AddAB inh,phage Ecoli inh,Tat transport
O[C@@H](CNC[C@H](O)c1ccccc1)c1ccccc1,68,2,-0.3,2,-0.6,2,4,18,3.1,2.5,11
Cc1nn(-c2ccccc2)c(C)c1/C=N/NC(=O)c1cc(C2CC2)[nH]n1,-7,14,-3.0,-7,0.0,2,4,13,3.2,0.8,-9
N#CC1=C(N)N(c2ccc(Br)cc2)C2=C(C(=O)CCC2)C1c1cccnc1 (centres undefined),.,-10,2.0,0,-4.6,-3,-2,-19,4.9,2.5,4
Cc1cccc(C(=O)NCC(=O)N2CCOCC2)c1,21,-1,0.1,-16,-1.7,5,32,-4,1.3,2.9,3
CC1CCCCC1NC(=O)CN(C)S(=O)(=O)c1cccc2nsnc12 (centres undefined),18,1,-0.2,-1,2.1,-2,-19,-13,4.2,1.7,-4
O=C(Cc1ccccc1)Nc1ccc2oc(-c3cccnc3)nc2c1,-7,3,-0.4,4,-1.0,-11,23,3,1.3,2.1,-4
Cc1c(Cl)cccc1NC(=S)N1CCC(N(C)CC2CCCO2)CC1 (centres undefined),5,-10,1.9,-13,3.8,-14,0,-17,1.4,-1.9,3
O=C(CNS(=O)(=O)c1ccccc1)N/N=C/c1ccncc1,5,6,-1.5,-8,0.3,9,-14,-16,0.2,3.6,3
Clc1cccc(NC2=NCCC2)c1,-6,-2,0.3,3,-0.7,-10,1,-3,-0.3,1.0,4
Brc1ccc2nc3c(n2c1)CCCC3,-26,3,-0.6,1,-1.8,7,11,14,0.7,-0.8,-6
NC(=O)NCc1ccccc1,-1,12,-2.2,10,0.9,-2,2,17,2.8,4.2,-4
CC(C)(C)c1ccc(-c2nc3n(c(=O)c2C#N)CCS3)cc1,-38,-18,3.7,-8,-3.4,3,33,16,-1.9,1.5,-2
CCOC(=O)C1CCCN(C(=O)c2cc3nc(-c4ccc5c(c4)OCO5)cc(C(F)(F)F)n3n2)C1 (centres undefined),-11,-17,3.1,1,2.6,-1,8,14,1.6,2.0,15
Cc1ccn(CC(C)C(=O)O)n1 (centres undefined),2,17,-3.3,-11,-0.7,1,-3,-11,2.0,3.4,4
O=C(Nc1cccc(S(=O)(=O)NC2=NCCC2)c1)c1cc(F)c(F)c(F)c1F,.,-3,0.5,-11,.,2,.,-7,.,-1.2,-4
O=C(Nc1ccccc1C(=O)NC(Cc1c[nH]c2ccccc12)C(=O)O)c1ccccc1 (centres undefined),3,12,-2.3,-9,0.4,-3,-4,-22,2.5,1.3,0
COc1ccc(NC(=O)N(C)C[C@H]2Oc3c(NC(=O)Cc4ccccc4)cccc3C(=O)N([C@H](C)CO)C[C@@H]2C)cc1,14,12,-2.0,6,-0.9,-9,-3,-15,2.2,4.0,-4
CN(C)N1C(N)=C(C#N)C(c2ccccc2)C2=C1CCCC2=O (centres undefined),5,7,-1.2,-4,0.0,-9,-9,7,4.8,3.4,-1
CSCCC(NC(=O)c1ccco1)C(=O)N(C)CC(=O)Nc1c(Cl)cccc1Cl (centres undefined),-8,24,-4.9,-8,-0.6,0,8,-2,3.3,2.7,-2
CCOP(=O)(c1ccccc1Cl)C1(O)CCCCC1 (centres undefined),12,18,-4.3,-2,2.6,4,-26,-16,3.2,2.4,-1
O=C(O)CCN1CC2([N+](=O)[O-])C=CC(=O)C([N+](=O)[O-])(C1)C2CC(=O)c1ccccc1 (centres undefined),-42,-4,0.8,-13,1.0,-11,0,7,0.9,4.5,4
Cc1ccc(-c2cn3c(n2)CCCC3)cc1,-7,5,-0.9,0,-3.6,0,-21,5,-0.3,0.7,5
CN1CCN(c2ccc([N+](=O)[O-])cc2NC(=O)c2ccco2)CC1,-3,-1,0.1,1,-0.7,7,-1,1,-0.7,0.5,9
COc1ccc(C(=O)Nc2cccc(S(=O)(=O)N3CCCC3)c2)cc1S(=O)(=O)N1CCOCC1,16,16,-3.2,-12,-0.4,3,1,7,-0.7,0.5,2

Shown with each value named: 3 of the compounds above
molecule: CN1CCN(c2ccc([N+](=O)[O-])cc2NC(=O)c2ccco2)CC1
  PfHsp90 yeast 2 = -3 | OPRM1-OPRD1 inv = -1 | MOR-DOR ag = 0.1 | PKA-R1A act = 1 | Ecoli viability = -0.7 | PKA-R2B act = 7 | SUMO Mot1 rescue = -1 | HTR5A inv ag = 1 | AddAB inh = -0.7 | phage Ecoli inh = 0.5 | Tat transport = 9
molecule: CCOP(=O)(c1ccccc1Cl)C1(O)CCCCC1 (centres undefined)
  PfHsp90 yeast 2 = 12 | OPRM1-OPRD1 inv = 18 | MOR-DOR ag = -4.3 | PKA-R1A act = -2 | Ecoli viability = 2.6 | PKA-R2B act = 4 | SUMO Mot1 rescue = -26 | HTR5A inv ag = -16 | AddAB inh = 3.2 | phage Ecoli inh = 2.4 | Tat transport = -1
molecule: COc1ccc(NC(=O)N(C)C[C@H]2Oc3c(NC(=O)Cc4ccccc4)cccc3C(=O)N([C@H](C)CO)C[C@@H]2C)cc1
  PfHsp90 yeast 2 = 14 | OPRM1-OPRD1 inv = 12 | MOR-DOR ag = -2.0 | PKA-R1A act = 6 | Ecoli viability = -0.9 | PKA-R2B act = -9 | SUMO Mot1 rescue = -3 | HTR5A inv ag = -15 | AddAB inh = 2.2 | phage Ecoli inh = 4.0 | Tat transport = -4

Additional records:
Compound,PfHsp90 yeast 2,OPRM1-OPRD1 inv,MOR-DOR ag,PKA-R1A act,Ecoli viability,PKA-R2B act,SUMO Mot1 rescue,HTR5A inv ag,AddAB inh,phage Ecoli inh,Tat transport
COCCN(C(=O)c1ccco1)c1nnc(-c2ccc(OC)cc2)s1,1,10,-1.6,-10,-1.0,2,10,-18,2.0,0.5,2
O=C1c2ccccc2C(=O)N1c1nc2nccc(-c3ccccc3)n2n1,.,0,0.0,-2,0.1,-20,-7,-11,1.2,0.7,-6
Cc1cccc(NC(=O)NCC(F)(F)F)n1,.,0,0.1,1,1.8,7,-10,-10,4.6,3.3,-2
CC(=O)Nc1ccc(NC(=O)CSc2ncnc3sc(C)c(C)c23)cc1,-9,-14,1.7,3,-0.3,3,-9,-18,1.8,2.1,4
Cc1cccnc1NC(=O)CNC(=O)c1cccs1,-15,19,-3.5,2,-0.1,-10,-3,-11,-2.9,-0.1,4
Cc1nc([N+](=O)[O-])c(Sc2nc3ccccc3[nH]2)n1Cc1ccccc1,10,17,-3.2,12,2.4,12,-6,8,2.7,1.3,0
O=S(=O)(NCCC1=CCCCC1)c1c(Cl)cccc1Cl,-3,-23,4.8,-18,-2.3,-2,-38,7,0.0,4.1,9
CCCCn1c(N)c(N(CC)C(=O)c2ccc(Cl)c([N+](=O)[O-])c2)c(=O)[nH]c1=O,12,5,-0.9,-2,0.6,1,0,-11,4.7,0.5,3

The results go on:
Sequence of screens: PfHsp90 yeast 2, OPRM1-OPRD1 inv, MOR-DOR ag, PKA-R1A act, Ecoli viability, PKA-R2B act, SUMO Mot1 rescue, HTR5A inv ag, AddAB inh, phage Ecoli inh, Tat transport
Cc1ccc(CNC(=O)c2ccc(S(=O)(=O)N3CCCCC3)cc2)cc1
→ -19, -10, 1.5, 1, ., -10, ., 2, ., 1.6, -5
CC(=O)Nc1ccccc1C(=O)C(=O)Nc1ccc(C)c(F)c1
→ -5, 4, -0.6, -9, -3.6, 0, -3, 23, 0.5, 4.3, -4
Cc1ccc(NC(=O)CCCN2C(=O)c3cccc4cccc(c34)C2=O)cc1
→ 3, 22, -4.2, 4, -0.8, -4, -9, 14, -0.5, 3.0, -17
O=C(CO/N=C/c1ccc(OC(F)F)cc1)NC1CCCC1
→ -19, 10, -1.9, -16, 2.0, -7, 1, 1, 2.1, 4.3, -2
COC(=O)CSc1cnc2ccccc2n1
→ 23, 12, -2.1, 0, 0.1, -4, 154, -2, 4.0, -0.9, 2
COc1ccc(CNC(=O)CN2C(=O)CCSc3ccc(S(=O)(=O)N4CCCC4)cc32)cc1
→ 10, 14, -2.6, 2, -0.5, 2, 22, -14, 4.5, 3.0, -3
O=C1C2C3C=CC(C3)C2C(=O)N1CN(Cc1ccccc1)CN1C(=O)C2C3C=CC(C3)C2C1=O (centres undefined)
→ 113*, -5, 0.9, 0, -0.8, 0, -12, -8, -0.2, 0.4, 4
CC(C)CC(=O)Nc1ccc(N2CCOCC2)cc1
→ -8, 16, -2.9, 8, 1.9, 5, -4, 14, -0.9, -7.7, -3
CC1=CC=CN2CC(O)CN=C12 (centres undefined)
→ 14, -14, 2.3, -1, 1.4, -2, -1, -13, -1.2, 3.0, 0
CC(OC(=O)c1ccccc1Oc1ccccc1)C(=O)NC1CC1 (centres undefined)
→ 7, 7, -1.5, -6, -0.8, 1, 6, 19, 1.7, 1.6, -2
C=CCc1cc(C=O)cc(OCC)c1O
→ -17, 15, -2.9, -5, -0.8, -3, 11, -3, 4.4, 2.8, -4
c1ccc(-c2nc(-n3nc4ccccc4n3)nc3ccccc23)cc1
→ 20, 15, -3.0, 0, 2.2, -13, ., 0, 0.2, 2.0, 7
NC(=O)c1cc(C(=O)c2ccccc2Cl)c[nH]1
→ -24, 7, -1.2, -5, 0.6, -7, 11, 0, 3.0, 3.5, -7
COc1ccc(-c2cc(C(=O)OCC(=O)N3CCCC3)c3ccccc3n2)cc1
→ 3, 14, -2.5, -1, 1.9, -3, -3, -27, -0.2, 2.5, 5
Cc1ccc(-c2nc(NC(=O)c3nn(C)cc3[N+](=O)[O-])sc2C)cc1
→ -5, 1, -0.3, -14, -0.9, 5, -18, -3, -1.1, 2.7, -3

Assay outcomes from PubChem.
